M1 ag: activates human CHRM1 receptor; P11229; CHO-K1 hM1, Fluo-8 calcium fluorescence, agonist mode; 0% DMSO, 100% acetylcholine EC100; activation, % at 3 µM; 0.33% of 360,000 active; AID 588814;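 active = activation above the run's mean compound activation plus 3 SD, cut at about 16% in these data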;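 note: peak over basal fluorescence ratio within a 140 s kinetic read after compound addition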
Target sequence (P11229 whole entry, looked up): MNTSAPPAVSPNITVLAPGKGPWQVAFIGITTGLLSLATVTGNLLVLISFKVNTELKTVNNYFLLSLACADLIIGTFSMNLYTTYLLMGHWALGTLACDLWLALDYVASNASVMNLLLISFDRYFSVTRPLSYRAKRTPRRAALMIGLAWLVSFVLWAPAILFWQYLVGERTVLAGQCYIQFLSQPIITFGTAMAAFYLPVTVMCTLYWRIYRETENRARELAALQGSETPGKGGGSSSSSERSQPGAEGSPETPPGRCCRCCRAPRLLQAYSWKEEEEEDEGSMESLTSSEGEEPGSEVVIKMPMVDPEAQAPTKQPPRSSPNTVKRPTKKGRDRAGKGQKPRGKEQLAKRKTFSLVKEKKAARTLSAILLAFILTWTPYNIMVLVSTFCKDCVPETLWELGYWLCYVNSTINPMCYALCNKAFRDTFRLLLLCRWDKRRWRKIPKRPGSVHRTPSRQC
TAAR1 ag: human TAAR1 agonism | Q96RJ0 | CHO RD-HGA16 TAAR1, Fluo-8 calcium fluorescence; vehicle wells 0%, saturating PEA agonist 100% | activation, % at 3 µM | 0.99% of 360,000 active | AID 624467;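 active = activation above the mean activation of all test compounds in the run plus 3 SD, cut at about 38% in these data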
Target sequence (Q96RJ0 whole entry, looked up): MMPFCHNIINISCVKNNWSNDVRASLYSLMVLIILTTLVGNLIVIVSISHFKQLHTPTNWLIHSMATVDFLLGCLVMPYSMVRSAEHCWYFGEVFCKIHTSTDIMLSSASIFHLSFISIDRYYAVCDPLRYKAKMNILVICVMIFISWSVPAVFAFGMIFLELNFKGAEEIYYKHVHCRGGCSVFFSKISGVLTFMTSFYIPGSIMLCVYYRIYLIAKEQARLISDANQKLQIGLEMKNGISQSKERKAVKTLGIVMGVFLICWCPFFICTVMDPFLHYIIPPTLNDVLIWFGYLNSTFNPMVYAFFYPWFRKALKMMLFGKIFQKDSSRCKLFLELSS
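Assay system – CHO-derived RD-HGA16 cells with stable Gα16 and human TAAR1 · Compound dosing – one-point dosing at 3 µM (nominal) · Incubation – 17-24 h seeding, 75 min 37 °C dye, 30 min RT · Measured by – kinetic Fluo-8 calcium fluorescence · Control set – DMSO vehicle as 0%, PEA at EC100 as 100% · Repeats – single well for each compound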
CHO-K1 Ca antag: counter-screen for M1 antagonists: effect in parental CHO-K1 cells; ATP-induced calcium, Fluo-8 fluorescence; inhibition, % at 3 µM; 0.6% of 360,000 active; AID 602250;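 active = inhibition above a per-plate cutoff, the plate's mean sample inhibition plus 3 SD, cut at about 24% in these data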;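 note: 0% = DMSO plus EC80 ATP and 100% = DMSO alone without ATP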
CHO-K1 Ca ag: M1 agonist counterscreen hit in parental CHO-K1 cells; 0.48% of 360,000 active; activation, % at 3 µM; Fluo-8 calcium fluorescence; scaled to maximal ATP response, vehicle zero; AID 602248; in the data active = activation above about 15%;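 note: untransfected CHO-K1 host cells lacking M1 receptor as counterscreen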
CHO parental Ca: counter-screen for OX1R antagonists: effect in parental CHO cells; parental CHO-K1, ATP-induced calcium, Fluo-8 fluorescence; inhibition, % at 5.6 µM; 0.63% of 330,000 active; AID 463079;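 active = inhibition above that plate's mean sample inhibition plus 3 SD, cut at about 26% in these data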;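 note: 0% = ATP-challenged DMSO wells and 100% = DMSO wells without ATP; some compounds past the cut are filed as inactive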
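Test system: untransfected parental CHO cell line. Compound: one dose, 5.6 µM nominal. Detection: intracellular calcium via Fluo-8 no-wash fluorescent dye. Measure: % inhibition. Benchmarks: ATP-challenged DMSO wells low, unchallenged DMSO wells high.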
CHO-K1 Ca PAM: nonselective activator or artifact in parental CHO-K1 calcium assay | 0.02% of 360,000 active | ATP EC20, Fluo-8 calcium fluorescence; 0% at ATP EC20, 100% at ATP max | activation, % at 3 µM;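 active = activation above the run cutoff, the mean activation of all test compounds plus 3 SD, cut at about 40% in these data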;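 note: peak over basal fluorescence ratio in a 140 s read after ATP addition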
TAAR1 antagonist: antagonists of human TAAR1 | CHO RD-HGA16 TAAR1, Fluo-8 calcium fluorescence, antagonist | 1.5% of 360,000 active | inhibition, % at 3 µM | Q96RJ0;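 active = inhibition above a per-plate cutoff, the mean inhibition of test compounds on that plate plus 3 SD, cut at about 49% in these data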;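 note: 0% = DMSO plus EC80 beta-PEA response and 100% = DMSO alone without agonist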
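Test system – hTAAR1-expressing CHO RD-HGA16 cells, Gα16-coupled · Also added – β-PEA at EC80 concentration, post-compound challenge · Compound – 3 µM, single point · Incubation – dye loading 75 min at 37 °C, then 30 min room temperature · Measured by – Fluo-8 intracellular calcium dye fluorescence, real-time kinetic reads · Benchmarks – vehicle and agonist controls · Replicates – singlicate, one well per test compound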
M1 antag: antagonists of human M1 muscarinic receptor | CHO-K1 hM1, Fluo-8 calcium fluorescence, ACh EC80 antagonist | inhibition, % at 3 µM | AID 588852 | P11229 | 1.3% of 360,000 active;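 active = percent inhibition above its own plate's cutoff, namely the mean of that plate's compound wells plus 3 SD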;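 note: peak over basal fluorescence ratio during 140 s after agonist addition; 0% = ACh EC80 plus DMSO and 100% = DMSO alone without agonist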
M1 PAM: human CHRM1 positive allosteric modulation | P11229 | activation, % at 3 µM | 0.088% of 360,000 active | CHO-K1 hM1, Fluo-8 calcium fluorescence, ACh EC20; 0% = ACh EC20, 100% = maximal ACh | AID 588819; in the data active = activation above about 19%, passing the limit was not always enough
Active calls of the source: *; . = not tested or not shown.

SMILES	M1 ag	TAAR1 ag	CHO-K1 Ca antag	CHO-K1 Ca ag	CHO parental Ca	CHO-K1 Ca PAM	TAAR1 antagonist	M1 antag	M1 PAM
C=CCNC(=S)NNc1nc(N2CCCC2)nc(N2CCCC2)n1	-4	5	0	-0.2	-15	-1	-28	-14	8
Cc1ccccc1NS(=O)(=O)c1ccc(NC(=O)c2ccco2)cc1	0	12	6	1.4	-4	-4	11	9	-7
O=C1NC[C@@H](Cc2cccc3ccccc23)N(CC2(c3ccccc3)CC2)C1=O	1	11	2	-0.4	-23	-2	-6	8	10
O=C(CN1CCC(C(=O)c2ccc(F)cc2)CC1)Nc1ccc(F)cc1	-2	3	-12	2.6	-21	17	-7	6	6
COc1ccc(OC)c(/C=C/C(=O)OCC(=O)NCc2ccccc2)c1	-5	-1	-13	-0.5	-17	13	8	-7	4
O=C(COc1ccccc1)Nc1ccc(Cl)c(-c2nc3ncccc3o2)c1	-2	7	2	0.2	-9	0	10	8	-2
O=C(CSCc1nc2ccccc2[nH]1)Nc1ccc2ccccc2c1	-3	13	-22	0.6	-15	-8	-6	-3	1
COc1ccc(-c2c(C(=O)c3ccccc3)[nH]c(N)c2C(N)=O)cc1OC	.	2	-6	2.4	.	8	20	.	.
COc1cc(/C=N\NC(=O)c2ccc(-c3ccccc3)cc2)cc(OC)c1O	-5	4	-2	2.7	-19	2	30	2	-3
N#Cc1c(SCC(=O)O)nc(N2CCOCC2)c2c1CCCC2	-2	-2	-13	0.3	4	21	-25	-12	8
CCOC(=O)c1c(NC(=O)CCN2CCOCC2)sc(C)c1-c1ccccc1	-13	-1	-9	0.5	-37	21	-7	-6	7
COCCn1c(SCC(=O)N2CC(=O)Nc3ccccc32)nnc1-c1ccoc1C	-3	8	5	0.1	-12	-4	-26	-13	7
Cc1ccc(-c2nc(NCc3ccco3)n(C(=O)c3ccco3)n2)cc1	-3	3	-9	0.3	-3	11	3	-6	4
O=C(Nc1ccc2c(c1)C(=O)N(c1ccccc1)C2=O)C1CCCO1 (stereo not given)	-2	1	9	0.2	4	-3	-12	6	-7
CCOC(=O)c1cc(C(=O)c2cccs2)n2ccc(C(C)=O)cc12	-2	13	-11	0.6	-23	2	5	3	2
C=C1CC(COc2cc(=O)oc3ccccc23)(c2ccccc2)OC1=O (stereo not given)	-3	3	-14	0.5	.	12	-2	-5	0
N#CC1C(=O)NC(=O)C(C#N)C12CCCCC2 (stereo not given)	.	2	5	0.2	.	-16	-21	.	.
COc1ccccc1NC(=O)CN(c1ccccc1)S(=O)(=O)c1ccccc1	-1	-2	-9	0.8	-8	11	-21	-2	5
COc1cccc(CN2CCSCC2)c1	-4	1	-20	0.2	-4	13	3	-26	6
CCCCNC(=O)CCn1c(=O)c2ccccc2n(CC(=O)N2CC(C)CC(C)C2)c1=O (stereo not given)	-3	2	-10	-0.1	-13	14	-3	-19	10

The list goes on, starting with the last 3 of the part before.
SMILES	M1 ag	TAAR1 ag	CHO-K1 Ca antag	CHO-K1 Ca ag	CHO parental Ca	CHO-K1 Ca PAM	TAAR1 antagonist	M1 antag	M1 PAM
COc1ccccc1NC(=O)CN(c1ccccc1)S(=O)(=O)c1ccccc1	-1	-2	-9	0.8	-8	11	-21	-2	5
COc1cccc(CN2CCSCC2)c1	-4	1	-20	0.2	-4	13	3	-26	6
CCCCNC(=O)CCn1c(=O)c2ccccc2n(CC(=O)N2CC(C)CC(C)C2)c1=O (stereo not given)	-3	2	-10	-0.1	-13	14	-3	-19	10
C1CN(c2nc3nonc3n3nnnc23)CCO1	1	4	20	-0.2	-10	-3	-1	-2	9
Cc1ccc(NC(=O)CSc2nn(-c3ccc(Cl)cc3)c(=S)s2)cc1S(=O)(=O)N(C)C	-2	4	3	4.6	8	17	28	8	-13
O=C(c1ccc(C(F)(F)F)cc1)C1CCCN(C(=O)CCN2CCCO2)C1 (stereo not given)	-6	8	7	-0.1	-6	0	8	-5	5
COc1ccc(S(N)(=O)=O)cc1C(=O)NCCCN1CCN(c2ccc(C)cc2)CC1	-5	1	-9	-0.3	-10	8	-10	-6	5
COc1ccc(OC)c(S(=O)(=O)N2CCC(C(=O)Nc3cccc(C(F)(F)F)c3)CC2)c1	-1	16	7	8.2	0	8	53*	6	-17
COC(=O)c1ccc(N2CCOCC2)c(NC(=O)c2ccco2)c1	-4	9	-5	-0.4	-4	16	-33	-16	9
CSc1ncccc1C(=O)NC(C)C1CC2CCC1C2 (stereo not given)	-3	12	2	0.2	-8	2	3	-2	-3
C[C@H]1CN([C@@H](C)CO)C(=O)c2cccc(NC(=O)C3CC3)c2O[C@H]1CN(C)S(=O)(=O)c1ccccc1	-5	8	1	0.1	-5	-5	-4	1	8
CC(C)C(=O)Nc1cccc(C(=O)OCC(=O)c2ccc(Cl)cc2Cl)c1	0	19	2	1.3	-4	11	78*	-7	8
O=C(O)C1(S(=O)(=O)CCC(F)=C(F)F)CC1	-7	7	-11	0.8	-6	21	17	-2	2
Cn1c(SCC(=O)Nc2ccccc2)nc2c([nH]c3ccccc32)c1=O	-13	-1	10	0.8	6	2	-7	35*	-26
CCOCCCNC(=O)Cn1cnc2c(cnn2-c2ccc(F)cc2)c1=O	0	7	3	-0.3	2	0	-16	5	-6
O=c1cccccc1NCc1ccccc1	-4	0	4	0.4	-5	-5	17	6	-2
CC1CN(C(=O)N2CCCCC2)CCN1C(=O)N1CCCCC1 (stereo not given)	-9	1	-11	0.4	-14	13	4	-3	10
CCOC(=O)C1(CC2CC2)CCN(S(=O)(=O)C[C@]23CC[C@H](CC2=O)C3(C)C)CC1	-4	1	-28	0.7	-19	21	-25	-9	8
COCC1CCN(C(=O)C2CCC(=O)N(CC3CCCCC3)C2)CC1 (stereo not given)	-1	2	1	-0.5	-1	2	-16	-2	4
ON1C2CCCCC2N(O)C1c1c(F)c(F)c(F)c(F)c1F (stereo not given)	-4	8	10	-0.2	4	-4	-2	-11	8
CCCc1cc(=O)[nH]c2nnc(SCC(=O)Nc3nnc(SCC)s3)n12	-1	4	7	0.3	-4	-5	-7	3	0
CCOC(=O)c1sc2nc(CC(=O)OC)nc(N3CCN(c4ccc(OC)cc4)CC3)c2c1C	-6	3	-30	0.8	-13	27	-14	4	-1
O=C(O/N=C\c1ccc(N2CCCCC2)c([N+](=O)[O-])c1)c1ccc(Cl)cc1Cl	-2	6	1	0.2	-15	2	-20	27	-13
CCn1c(C)cc(C(=O)COC(=O)c2cccnc2SC)c1C	-2	0	-10	0.1	-29	9	3	-13	4
Cc1ccc(S(=O)(=O)N2CCOCC2)cc1NC(=O)COC(=O)c1ccc2c(c1)OCO2	-6	0	-4	0.8	-22	9	8	-4	5
Nc1c(Cl)ncnc1Nc1ccc(C(=O)O)cc1	-2	2	-9	0.2	.	-7	3	-2	-1
CC(C)N1CCC(N2CCN(C3CCCCCC3)CC2CCO)CC1 (stereo not given)	-11	2	-16	0.8	-6	28	12	-14	15
CC(C)OCCCNC(=S)NNC(=O)c1ccc(Cl)c(Cl)c1	-2	4	-25	2.1	-6	26	0	-13	12
CC(=O)c1ccc(N2CCN(C(=S)NCCCN(C)C)CC2)cc1	-7	2	-17	1.1	-2	13	-8	-8	8
CC(=O)c1ccc(OCc2cn(CC(=O)c3ccc(O)cc3)nn2)cc1	1	2	-21	1.8	.	31	-5	-11	9
COc1ccc(-c2cc3ncnc(Cl)c3s2)cc1	-2	5	-13	2.6	-18	5	0	-14	14
COc1ccccc1C1NC(=O)NC(C)=C1C(=O)OCc1ccccc1 (stereo not given)	0	5	-7	1.3	-17	11	-9	-11	15
COc1ccccc1CNC(=O)CCNC(=O)N1CC(=O)Nc2ccccc21	-3	2	-7	-0.2	-9	8	-12	9	2
CC1CCC(C(=O)NC(C(=O)N2CCC(N3CCCCC3)CC2)C(C)C)CC1 (stereo not given)	-6	9	7	-0.6	-9	0	18	-5	-1
Cc1ccc(S(=O)(=O)N2[C@@H](c3ccc(Cl)cc3)C(C(=O)O)=C[C@H]2CC2CCCC2)cc1	-4	-1	-5	0.1	-14	-1	4	-20	16
Cc1ccc(S(=O)(=O)/N=C(/Nc2ccccc2C)c2ccccc2)cc1	-3	-1	-22	0.0	-18	23	6	-12	5
Cc1ccc(S(=O)(=O)N2CCN(C(=O)c3sccc3C)CC2)cc1	-2	1	-6	0.9	-15	1	-24	-11	6
Cc1nc(N2CCN(C(c3ccccc3)c3ccccc3)CC2)[nH]c(=O)c1C	-5	5	-14	0.2	.	17	5	-6	5
CC(C)C[C@H]1CN(CCCC[C@H]2CNC(=O)C(=O)N2Cc2ccccc2)C(=O)C(=O)N1Cc1ccccc1	.	4	-8	0.7	.	5	-3	.	.
Nn1c(SCC(=O)Nc2ccc(F)cc2F)nnc1C1CCCCC1	-3	3	-5	0.5	-20	9	5	-9	12
C[C@]12c3[nH]c4cc(-c5ccco5)ccc4c3CCN1C(=O)[C@@H](CC(=O)NCc1cccc(C(F)(F)F)c1)C[C@@H]2C(=O)N1CCCCC1	-1	1	-27	0.7	-15	11	-7	-12	4
Cc1nnc(NC2=NCCCCC2)o1	-3	5	0	0.3	3	0	6	5	0
COc1ccc(-n2nc3c(c2NC(=O)c2c(F)cccc2Cl)CS(=O)C3)cc1 (stereo not given)	3	7	1	1.3	-11	28	-2	-12	10
Cc1cccc(C)c1NC(=O)CNC(=O)CCCc1c[nH]c2ccccc12	-3	2	-4	0.3	-15	-14	-16	7	-4
CC1CCC(C(C)C)C(OCC(O)CNC(C)C)C1 (stereo not given)	-2	3	-6	2.1	-15	11	-21	16	-9
Cc1ncsc1C(=O)O	1	-1	-10	0.5	3	1	9	-2	3
Cc1ccccc1C(=O)NC(CC(C)C)C(=O)N1CCN(c2ccccc2)CC1 (stereo not given)	-2	-1	-13	0.5	-36	5	-3	-13	9
O=C(Nc1ccccc1N1CCOCC1)c1ccc(Cl)nc1	1	2	7	0.3	-20	-16	8	-5	11
CCN(C(=O)c1ccc(Cl)c([N+](=O)[O-])c1)c1ccccc1	-7	-3	-19	3.0	-12	37	-14	-13	6
CCCCn1c2ccc(F)cc2c2nnc(NN)nc21	-6	-2	-11	0.0	-25	14	9	4	-3
O=C(CCN1CCCCO1)NC1CCCc2c1cnn2-c1ccc(F)cc1F (stereo not given)	-1	0	-4	1.4	.	8	7	0	-1
CC(CC(=O)N1CCN(S(=O)(=O)c2ccccc2)CC1)n1cncn1 (stereo not given)	-4	-2	-11	0.6	3	23	6	-6	5
NC(=O)N/N=C1\CCS(=O)(=O)c2ccc(F)cc21	-2	4	-5	0.6	-2	1	-18	0	-1

Source: PubChem (The Scripps Research Institute Molecular Screening Center)

This is a random part of the collection; about 4.4% have a hit in one of these screens.
